RAD54 inh – blocks human RAD54 Holliday junction branch migration. FAM/BHQ fluorescence. inhibition, % at 10.4 µM. 360,000 tested, 0.14% active. AID 602329;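 active = mean normalized replicate activity at least 40 and at least half of replicates scoring 40 or more; inconclusive = only one of the two criteria met; inactive = mean below 40 and under half of replicates reaching 40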;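 note: 0% = median of neutral control wells and 100% = median of positive control wells; inhibitors cause a drop in the FAM fluorescence signal; in these data hits start at about 50%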
esBAF inh – inhibitors of esBAF chromatin remodeling in mouse ES cells. Bmi1-luciferase knock-in reporter, 24 h; 100% = twice the neutral-well signal. reporter increase, % at 12.5 µM. 350,000 tested, 2% active; in the data active = activation above about 40%; inconclusive = no clear call, values can overlap the other calls;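 note: 0% = median of the plate's neutral control wells and 100% = double that signal; a rise in the Bmi1 reporter signal indicates esBAF inhibition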
Xi reactivation – reactivates the inactive X chromosome in mouse fibroblasts; XiGFP mouse fibroblasts, % GFP-positive cells imaging, 3 d; cells co-treated with 5-aza-dC sensitizer; scaled so ellipticine positive control = 100%; activation, % at 7.58 µM; 360,000 tested, 0.055% active; AID 743238;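 active = mean normalized replicate activation at least 10% and every replicate at or above 10%; inconclusive = only one of the two criteria met; inactive = mean below 10% and not all replicates reach 10%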;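 note: 0% = median of on-plate neutral control wells and 100% = ellipticine 6 µM median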
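Material: XiGFP fibroblasts, SV40-immortalized; Buffer or medium: DMEM containing 5-aza-dC; Compound dosing: single point; Times: 3 days compound exposure.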
S100A4 MyoIIA – blocks human S100A4 binding to myosin IIA peptide. AID 652163. inhibition, % at 10.7 µM. 360,000 tested, 0.14% active. S100A4/TAMRA-MyoIIA peptide fluorescence polarization;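 active = mean inhibition of at least 70% across replicates, with every replicate also reaching that level; inconclusive = mean inhibition reaches 70% but some replicates fall short; inactive = mean inhibition below 70%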
Target sequence (P26447 whole entry, looked up): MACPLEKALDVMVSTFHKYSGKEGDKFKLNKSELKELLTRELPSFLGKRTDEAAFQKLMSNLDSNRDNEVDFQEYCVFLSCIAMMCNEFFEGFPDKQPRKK
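Material: human S100A4 monomer with TAMRA-labelled myosin IIA peptide; buffer or medium: HEPES pH 7.2 with CaCl2, KCl, NaCl, DTT, Triton; compound dosing: one concentration per compound; schedule: 5 min incubation before reading; benchmarks: neutral control DMSO, positive control TFP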
ERAP1 HTS inh – ERAP1 (human) enzyme inhibition; 340,000 tested, 0.15% active; inhibition, % at 10.7 µM; recombinant ERAP1, Leu-AMC fluorescence, 60 min;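 active = mean replicate inhibition of at least 30%, or all replicates individually reaching that 30% level; inactive = mean below 30% and not every replicate reaching it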;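 note: 0% = neutral control wells and 100% = L-leucinethiol positive control wells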
Target sequence (Q9NZ08 whole entry, looked up): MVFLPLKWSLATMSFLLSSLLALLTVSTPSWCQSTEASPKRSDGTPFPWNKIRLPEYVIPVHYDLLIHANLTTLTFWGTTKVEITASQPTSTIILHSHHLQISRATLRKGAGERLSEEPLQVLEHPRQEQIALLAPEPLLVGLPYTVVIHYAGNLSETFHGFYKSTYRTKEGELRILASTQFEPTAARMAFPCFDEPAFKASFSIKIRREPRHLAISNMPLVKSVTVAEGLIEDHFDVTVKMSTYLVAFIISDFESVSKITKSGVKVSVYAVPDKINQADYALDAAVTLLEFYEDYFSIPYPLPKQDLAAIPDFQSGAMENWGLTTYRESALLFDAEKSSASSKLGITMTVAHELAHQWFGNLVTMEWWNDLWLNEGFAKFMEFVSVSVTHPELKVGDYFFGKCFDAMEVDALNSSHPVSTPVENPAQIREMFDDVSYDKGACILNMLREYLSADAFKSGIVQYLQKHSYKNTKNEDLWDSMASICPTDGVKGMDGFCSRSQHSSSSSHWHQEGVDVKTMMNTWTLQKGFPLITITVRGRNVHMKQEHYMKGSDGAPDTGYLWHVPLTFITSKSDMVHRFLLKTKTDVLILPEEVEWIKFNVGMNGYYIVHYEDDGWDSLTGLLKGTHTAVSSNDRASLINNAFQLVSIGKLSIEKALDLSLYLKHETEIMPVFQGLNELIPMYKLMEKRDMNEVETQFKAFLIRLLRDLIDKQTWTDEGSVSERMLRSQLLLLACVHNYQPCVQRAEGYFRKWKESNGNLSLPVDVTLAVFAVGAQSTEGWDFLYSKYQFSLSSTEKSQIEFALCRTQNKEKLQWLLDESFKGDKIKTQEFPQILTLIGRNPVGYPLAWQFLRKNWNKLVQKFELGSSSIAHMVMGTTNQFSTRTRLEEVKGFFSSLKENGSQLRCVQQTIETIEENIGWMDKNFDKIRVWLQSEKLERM
ERp5 block – inhibitors of human ERp5 | Q15084 | ERp5 insulin aggregation, absorbance 650 nm, 90 min | inhibition, % at 9.99 µM | 350,000 tested, 0.05% active | AID 651711;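 active = mean replicate inhibition above about 25%, with every replicate also reaching it, limit read from the data, passing the limit was not always enough; inconclusive = only one of those two criteria met; inactive = neither criterion met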
RAD52 anneal inh – RAD52 (human) annealing inhibition. P43351. recombinant RAD52 DNA annealing, FRET fluorescence. inhibition, % at 18.7 µM. 360,000 tested, 0.46% active. AID 651710;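 active = every replicate showing at least 50% inhibition; inconclusive = mean inhibition at least 50% but not in every replicate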
E-sel inducer – induces E-selectin expression in human endothelial cells. HUVEC E-selectin immunofluorescence imaging; normalized: neutral wells 0, TNF-alpha wells 100. activation, % at 7.58 µM. 260,000 tested, 0.37% active;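 active = mean E-selectin-positive cell signal at least 10% of the positive control, reached in at least 60% of replicates, without over 20% cell loss; inconclusive = no rule given, readout overlaps actives, possibly toxicity-flagged; inactive = the rest, including those meeting only one limit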;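 note: in these data hits start at about 27%; measured in HUVEC primary endothelial cells; signal is the percent of cells scored E-selectin positive by PE staining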
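material = human umbilical vein endothelial cells (HUVEC), E-selectin induction | quantity = 3,000 cells/well | medium = EGM-2 growth medium on 0.1% gelatin-coated wells | technique = immunofluorescence imaging | read-out basis = % PE-positive cells | control set = TNF-alpha positive control, DMSO neutral control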
Active calls of the source: *; ? = inconclusive; · = not tested or not shown.

SMILES | RAD54 inh | esBAF inh | Xi reactivation | S100A4 MyoIIA | ERAP1 HTS inh | ERp5 block | RAD52 anneal inh | E-sel inducer
N#CC1(NC(=O)COC(=O)c2cc([N+](=O)[O-])ccc2N2CCCC2)CCCCC1 | 8 | 1 | 0.0 | 2 | 3 | -6 | -8 | 0.6
N#Cc1cc([N+](=O)[O-])ccc1NC(=O)CSc1n[nH]c(=O)n1C1CC1 | -9 | -11 | 0.1 | -5 | -2 | 8 | 9 | -1.8
CC(C)CNS(=O)(=O)c1ccc(S(=O)(=O)NC2CCOC(C)(C)C2)cc1 (configuration not stated) | 0 | -15 | · | -3 | 1 | -8 | -21 | ·
Cc1ccc(S(=O)(=O)N2CCCCC2)cc1NC(=O)CSCC(=O)O | · | · | 0.2 | 1 | 2 | 2 | -7 | ·
O=C(O)c1cc(-c2ccccc2Cl)n(-c2cccc(Cl)c2)n1 | -4 | 0 | 0.3 | 0 | -22 | 0 | -8 | ·
O=C(NCC1CCCN(Cc2cccc(F)c2)C1)c1cccc2ccccc12 (configuration not stated) | -6 | -3 | -0.1 | -7 | -2 | 1 | -94 | ·
COc1ccc(N2CCN(C3=CC(=O)N(c4cccc(Cl)c4)C3=O)CC2)cc1 | · | -1 | 0.1 | -3 | -1 | 4 | -5 | 1.4
CCOC(=O)N1CCN(C(=O)/C(=C/c2ccc(F)cc2)NC(=O)c2ccccc2)CC1 | 0 | 2 | 0.0 | -2 | -3 | 1 | -7 | -1.4
COC(=O)c1ccc(CN2[C@H](C(=O)OC)C[C@@]3(O)[C@H](O)[C@H](O)[C@H](O)C[C@@H]23)cc1 | -11 | -2 | 0.1 | -1 | 1 | 8 | -4 | 0.8
C#CCOCCOCCOCCNc1nc(N2CCOCC2)nc(N2CCN(C(=O)CCCCCCCCCCNC(=O)[C@@H]([C@H](C)CC)n3cc(CCCCCN)nn3)CC2)n1 | 12 | -4 | -0.1 | -5 | -3 | -2 | 38 | 0.4
O=C(NCC(F)(F)F)[C@@H]1[C@@H](CO)[C@@H]2Cn3c(cccc3=O)[C@H]1N2C(=O)C1CCCC1 | 11 | -1 | 0.1 | 5 | 2 | 3 | 0 | 0.0
CCn1c(Cn2nnc(-c3ccccc3)n2)nnc1SCC(=O)N1CCOCC1 | -2 | -2 | · | 1 | 3 | 5 | 2 | ·
CCN(CC)S(=O)(=O)c1ccc2c(c1)N(CC(=O)N1CCCC1)C(=O)CO2 | -14 | -2 | 0.0 | 1 | 0 | -3 | 5 | ·
CC(=O)Nc1cccc2c1C(=O)N(c1cccc(OC(C)=O)c1)C2=O | · | · | -0.1 | -4 | 2 | 5 | -9 | ·
COc1ccc(NC(=O)Nc2ccc3c(c2)CC(=O)N([C@H](C)CO)C[C@@H](C)[C@H](CN(C)S(=O)(=O)c2ccc(F)cc2)O3)cc1 | 5 | 0 | -1.1 | -26 | 0 | -1 | -1 | 0.0
COC(=O)c1c(-c2ccc(N(C)C)cc2)oc2c1C(OC)CCC2 (configuration not stated) | · | · | -0.3 | 3 | -1 | 3 | -10 | 0.1
CCOc1ccc(NC(=O)CNS(=O)(=O)c2c(C)cc(C)cc2C)cc1 | 2 | 2 | 0.0 | 21 | 3 | 4 | 8 | -0.3
COCCN(CCOC)Cc1cc(=O)oc2ccccc12 | -1 | -1 | · | -9 | -3 | 3 | -7 | -0.8
CCN(CC(=O)Nc1cc(Cl)ccc1C)C(=O)CSCc1c(C)noc1C | -6 | · | 0.0 | -1 | 3 | 7 | -1 | 8.5
COc1ccc(-c2cc(C(=O)NN)n(-c3ccccc3)n2)cc1 | · | · | 0.2 | -4 | 1 | 5 | -11 | 0.6
O=C(Nc1ccc(S(=O)(=O)NCc2ccco2)cc1)c1cccc(F)c1 | -3 | 3 | 0.0 | -12 | 5 | 4 | -17 | 0.2
Cc1nc(C(=O)O)sc1C1(C)CC(c2cccc([N+](=O)[O-])c2)=NO1 (configuration not stated) | 3 | -3 | 0.0 | -6 | -1 | -6 | -15 | -0.3
CO[C@@H]1CN(C)C(=O)c2cc(NC(=O)C3CC3)ccc2OC[C@H](C)N(C(=O)CN(C)C)C[C@H]1C | -4 | 7 | 0.3 | -4 | 0 | 2 | 14 | 0.4
C/C=C/c1ccc(OCCN2CCc3ccccc3C2)c(OC)c1 | · | · | 0.2 | 7 | 8 | 2 | 7 | ·
C/C(=N\Nc1ccccc1C(=O)O)c1ccncc1 | 0 | 40 | 0.0 | 0 | 5 | 1 | -2 | -0.3

Seven compounds from above, showing only esBAF inh, ERp5 block and RAD54 inh:
structure | esBAF inh | ERp5 block | RAD54 inh
N#Cc1cc([N+](=O)[O-])ccc1NC(=O)CSc1n[nH]c(=O)n1C1CC1 | -11 | 8 | -9
CC(C)CNS(=O)(=O)c1ccc(S(=O)(=O)NC2CCOC(C)(C)C2)cc1 (configuration not stated) | -15 | -8 | 0
Cc1ccc(S(=O)(=O)N2CCCCC2)cc1NC(=O)CSCC(=O)O | · | 2 | ·
O=C(O)c1cc(-c2ccccc2Cl)n(-c2cccc(Cl)c2)n1 | 0 | 0 | -4
O=C(NCC1CCCN(Cc2cccc(F)c2)C1)c1cccc2ccccc12 (configuration not stated) | -3 | 1 | -6
COc1ccc(N2CCN(C3=CC(=O)N(c4cccc(Cl)c4)C3=O)CC2)cc1 | -1 | 4 | ·
CCOC(=O)N1CCN(C(=O)/C(=C/c2ccc(F)cc2)NC(=O)c2ccccc2)CC1 | 2 | 1 | 0

(listing goes on)
SMILES | RAD54 inh | esBAF inh | Xi reactivation | S100A4 MyoIIA | ERAP1 HTS inh | ERp5 block | RAD52 anneal inh | E-sel inducer
N#CCC(=O)N1CCCCCC1 | -1 | -2 | 0.0 | -7 | 1 | 1 | -4 | -1.2
O=C(C[C@@H]1C[C@@H]2c3cc(NS(=O)(=O)c4ccccc4)ccc3O[C@@H]2[C@@H](CO)O1)N1CCOCC1 | -5 | -2 | 0.1 | 2 | 5 | 2 | 14 | 0.0
CC(C)NC(=O)N(C)C[C@@H]1Oc2c(NC(=O)C3CC3)cccc2C(=O)N([C@@H](C)CO)C[C@H]1C | 11 | -7 | -0.1 | -6 | 0 | 0 | 14 | -2.1
Cc1cc(C)c[n+](CC(=O)c2ccc(NC(=O)c3ccccc3)cc2)c1 | · | · | 0.0 | -3 | -1 | -1 | -3 | ·
CCc1cc(-c2ccc3c(c2)COc2c4ccccc4nn2-3)on1 | 3 | 3 | 0.0 | · | · | · | · | -0.1
COc1ccc(C(=O)Nc2ccc3nc(N4CCOCC4)sc3c2)cc1OC | 0 | 24 | 0.2 | -5 | -2 | 0 | -13 | 3.0
COc1ccccc1N1CCN(C2CCCN(S(=O)(=O)c3ccc(C)cc3)C2)CC1 (configuration not stated) | 2 | 0 | 0.0 | -2 | 3 | 13 | -11 | ·
Cc1cc(C)c(C)c(S(=O)(=O)N2CCCCC2C(=O)O)c1C (configuration not stated) | 7 | 5 | 0.0 | -1 | -6 | 0 | -18 | 2.8
COc1ccc(S(=O)(=O)N/N=C\c2ccc3c(c2)OCO3)c(OC)c1 | -24 | · | 0.0 | 5 | -4 | 2 | 0 | -0.3
Cc1noc(C)c1S(=O)(=O)N(C)C[C@H]1Oc2ccc(NC(=O)C3CCCCC3)cc2CC(=O)N([C@H](C)CO)C[C@H]1C | -2 | 3 | 0.3 | 10 | 0 | -4 | -12 | 0.0
Cc1ccccc1-c1ccc2c(c1)O[C@H](CN(C)Cc1ccncc1)[C@@H](C)CN([C@@H](C)CO)S2(=O)=O | 5 | -1 | -0.6 | 11 | 3 | -4 | 9 | 2.5
CC1(C(=O)Nc2cccc3cccnc23)CCN1Cc1ccccc1OC(F)F (configuration not stated) | -10 | -8 | 0.0 | 5 | 5 | 2 | 9 | 0.1
O=C(CCCNC(=O)c1ccc(Cl)cc1)Nc1ccc(F)c(S(=O)(=O)N2CCOCC2)c1 | 8 | 1 | 0.1 | -1 | 1 | 9 | -10 | 5.0
COc1ccc2c(c1)c(=O)oc1c(C)c(OCc3cc(C(=O)O)oc3C)ccc12 | 1 | -16 | 0.1 | 10 | -2 | 4 | -2 | ·
C[C@H](CO)N1C[C@H](C)[C@H](CN(C)Cc2ccc(Oc3ccccc3)cc2)Oc2c(NC(=O)CCCCCC(=O)Nc3ccccc3N)cccc2C1=O | · | · | 0.5 | 7 | -5 | 2 | -5 | -3.3
CC(=O)c1cccc(NC(=O)CCCNC(=O)c2ccc(Cl)cc2)c1 | -18 | 2 | -0.1 | -11 | -4 | 4 | -11 | 0.6
O=C(CC1SC(N2CCCC2)=NC1=O)Nc1ccc(C(=O)N2CCN(c3cccc(Cl)c3)CC2)cc1 (configuration not stated) | -4 | 5 | 0.0 | -1 | -1 | -2 | -7 | 0.7
O=C(COC(=O)COc1ccc(Cl)cc1)NC1CC1 | -3 | -6 | 0.0 | 0 | 4 | 11 | -11 | ·
Cc1ccc(CNCC(O)(c2ccccc2)c2ccccc2)cc1 | -17 | 6 | 0.1 | -2 | -1 | -4 | 5 | -0.1
COc1ccccc1N1CCN(C(=O)CCSCc2ccccc2F)CC1 | · | · | 0.0 | 2 | 2 | 1 | -16 | -0.2
O=C(Nc1ccc(N2CCOCC2)cc1)c1cccc(S(=O)(=O)N2CCOCC2)c1 | 18 | 1 | -0.8 | -5 | 3 | -4 | -3 | 0.0
CN(C)C(=O)c1cn(-c2ccc(Cl)cc2)c(=O)c2ccccc12 | · | · | 0.0 | 1 | -4 | 1 | -7 | -0.7
Clc1ccccc1C1Nc2cccc3cccc(c23)N1 | -1 | -5 | 0.0 | 1 | 0 | 0 | -12 | 0.1
C[C@H](CO)N1C[C@H](C)[C@H](CN(C)Cc2ccc(F)cc2)Oc2ncc(C#Cc3cccnc3)cc2C1=O | 9 | -5 | 0.2 | 12 | · | 2 | 2 | 0.0
Cc1ccc(NC(=O)Nc2ccc3c(c2)N(C)C(=O)CS3)nc1 | -13 | ? | · | 1 | 10 | -5 | -79 | ·
O=C1CSC(c2ccccn2)N1c1ccc(Br)cc1 (configuration not stated) | · | · | 0.0 | -2 | 0 | 7 | -18 | ·
COc1cccc(C(C#N)NCCCNC(C#N)c2cccc(OC)c2OC)c1OC (configuration not stated) | · | · | 0.0 | -1 | -2 | -1 | 8 | -0.4
CC(=O)N(C)C[C@H]1Oc2ncc(C3=CCCC3)cc2C(=O)N([C@@H](C)CO)C[C@@H]1C | 0 | 6 | 0.1 | -11 | 2 | -3 | 10 | 0.0

Complete entries from above.
CC1(C(=O)Nc2cccc3cccnc23)CCN1Cc1ccccc1OC(F)F (configuration not stated) in the list: RAD54 inh = -10; esBAF inh = -8; Xi reactivation = 0.0; S100A4 MyoIIA = 5; ERAP1 HTS inh = 5; ERp5 block = 2; RAD52 anneal inh = 9; E-sel inducer = 0.1
C[C@H](CO)N1C[C@H](C)[C@H](CN(C)Cc2ccc(Oc3ccccc3)cc2)Oc2c(NC(=O)CCCCCC(=O)Nc3ccccc3N)cccc2C1=O in the list: RAD54 inh = ·; esBAF inh = ·; Xi reactivation = 0.5; S100A4 MyoIIA = 7; ERAP1 HTS inh = -5; ERp5 block = 2; RAD52 anneal inh = -5; E-sel inducer = -3.3
